HSF1 inhib: HSF1 inhibition; AID 2098; NIH3T3-HGL HSE-luciferase, MG132-induced, luminescence 8 h; active compounds read low; hit rate 0.77% among 300,000; activity change, negative = inhibition, % at 7.5 µM (by protocol);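 active = more than half of replicate wells show activity change below -50%, luminescence cut by over half; inconclusive = some wells, but at most half, below -50%; inactive = no replicate well below -50%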;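 note: luciferase reports HSF-1 transcriptional activity via heat shock element; 0% = median of DMSO wells and -100% = zero luminescence signal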
HIF activator: HIF pathway transcriptional activation. U2OS HRE-luciferase reporter, luminescence; normalized: DMSO 0%, desferrioxamine 100%. hit rate 0.32% among 300,000. AID 1910. activation, % at 7.5 µM (by protocol);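 active = mean activation of at least 10% of the iron chelator positive control signal, with at least half of replicates also reaching 10%; inconclusive = mean and replicate majority disagree about reaching 10%; inactive = mean and most replicates under 10%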
KLF5 inh: suppresses KLF5 promoter-driven expression; inhibition, % at 5 µM; DLD-1 KLF5 promoter-luciferase reporter, luminescence; hit rate 0.23% among 290,000;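 active = inhibition above a per-plate limit of that plate's mean compound inhibition plus 3 SD, cut at about 60% in these data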;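 note: 0% = DMSO wells and 100% = LY294002 at 200 µM; higher means less KLF5 promoter-driven luciferase light; inactives centre near -14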
HSF-1 act: increases HSF-1 driven luciferase reporter signal; NIH3T3-HGL HSF-1 luciferase reporter, MG132, 8 h; 100% = twice DMSO control signal; activation, % at 9 µM; hit rate 1.7% among 300,000;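 active = mean replicate activation of at least 50% with a set share of replicates each reaching 50%; inconclusive = only one of those two conditions met; inactive = mean below 50% and too few replicates reaching it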;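 note: 0% = median of the neutral control wells and 100% = twice that signal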
IEC-6 cytotox: counter-screen for KLF5 inhibitors: cytotoxicity in IEC-6 cells; IEC-6 cytotoxicity, luminescence viability; inhibition, % at 5 µM; hit rate 0.78% among 290,000; in the data active = inhibition above about 22%;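 note: 0% = plate median of test compound wells and 100% = cytotoxic reference compound wells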
HSP90 refold inh: blocks HSP90-mediated luciferase refolding in reticulocyte lysate. AID 1789. hit rate 0.91% among 290,000. inhibition, % at 5.6 µM. Rabbit reticulocyte lysate, luciferase refolding luminescence, 3 h;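 active = inhibition above the screen-wide mean plus 3 SD, computed separately per campaign, cut at about 16% in these data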;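 note: 0% = DMSO wells and 100% = 60 µM geldanamycin wells; inhibitors lower the luminescence because luciferase stays unfolded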
GSK3B inh: human GSK3beta kinase inhibition | GST-GSK3beta kinase, ADP-Glo luminescence, 60 min; active compounds read low | activity score (negative = inhibition), % at 10 µM | hit rate 0.038% among 300,000 | AID 2097;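 active = more than half of replicate wells score below -50%, meaning over 50% inhibition versus plate controls; inconclusive = some replicates but at most half score below -50%; inactive = no replicate scores below -50%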;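 note: 0% = median DMSO wells and -100% = median GW8510 positive control wells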
Target sequence (P49841 whole entry, looked up): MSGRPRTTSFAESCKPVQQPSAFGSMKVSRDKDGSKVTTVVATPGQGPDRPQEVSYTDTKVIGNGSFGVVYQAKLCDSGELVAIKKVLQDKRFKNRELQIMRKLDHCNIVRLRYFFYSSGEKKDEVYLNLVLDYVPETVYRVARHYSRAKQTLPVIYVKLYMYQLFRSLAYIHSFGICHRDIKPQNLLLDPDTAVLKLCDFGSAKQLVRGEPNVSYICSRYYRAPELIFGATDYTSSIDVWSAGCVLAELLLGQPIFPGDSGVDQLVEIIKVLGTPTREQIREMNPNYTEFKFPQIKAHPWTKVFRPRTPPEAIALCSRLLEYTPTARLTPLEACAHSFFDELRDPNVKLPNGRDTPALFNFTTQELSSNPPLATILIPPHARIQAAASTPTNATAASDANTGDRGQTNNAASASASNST
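Assay system: GST-tagged human GSK3beta kinase, cell-free; Input: 1.6 ng GSK3beta; Medium: Tris/MgCl2 kinase buffer; Timing: 60 min enzyme reaction, room temperature; Signal: ADP-Glo luminescence quantifying ADP generated by kinase; Evaluation: score relative to plate controls; Benchmarks: DMSO neutral wells and GW8510 at 20 µM as positive.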
AI-2 QS modul: modulators of Vibrio harveyi AI-2 quorum sensing system. Vibrio harveyi JMH597 AI-2 luminescence/OD600 ratio, 9 h; active compounds read low; strain lacks LuxN and CqsS sensors; 0 = neutral-control median. activity change, % at 7.5 µM. hit rate 0.4% among 300,000; in the data active = activity change below about -75%, passing the limit was not always enough; inconclusive = no clear call, values can overlap the other calls;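 note: luminescence divided by OD600 gain over 9 h not by final OD600 alone; inactives centre near 13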
aSyn 5UTR inh: 5' untranslated region of α-synuclein, MLPCN primary screen; alpha-synuclein 5'UTR reporter, inhibitor activity; inhibition, % (tested at 7.5 µM); hit rate 0.82% among 300,000; AID 1813; in the data active = inhibition above about 60%; inconclusive = no clear call, values can overlap the other calls;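 note: H4 neuroglioblastoma cells stably carrying SNCA 5'UTR luciferase fusion; 0% = DMSO wells and 100% = positive control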
GSK3 alpha inh: blocks human GSK-3 alpha kinase; P49840; ADP-Glo luminescence, 60 min; inhibition, % at 10 µM; hit rate 0.1% among 320,000;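 in the data active = inhibition above about 50%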;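 note: GST-tagged GSK-3 alpha with peptide substrate and 25 µM ATP; 0% = DMSO neutral wells and 100% = GW8510 positive control wells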
Target sequence (P49840 whole entry, looked up): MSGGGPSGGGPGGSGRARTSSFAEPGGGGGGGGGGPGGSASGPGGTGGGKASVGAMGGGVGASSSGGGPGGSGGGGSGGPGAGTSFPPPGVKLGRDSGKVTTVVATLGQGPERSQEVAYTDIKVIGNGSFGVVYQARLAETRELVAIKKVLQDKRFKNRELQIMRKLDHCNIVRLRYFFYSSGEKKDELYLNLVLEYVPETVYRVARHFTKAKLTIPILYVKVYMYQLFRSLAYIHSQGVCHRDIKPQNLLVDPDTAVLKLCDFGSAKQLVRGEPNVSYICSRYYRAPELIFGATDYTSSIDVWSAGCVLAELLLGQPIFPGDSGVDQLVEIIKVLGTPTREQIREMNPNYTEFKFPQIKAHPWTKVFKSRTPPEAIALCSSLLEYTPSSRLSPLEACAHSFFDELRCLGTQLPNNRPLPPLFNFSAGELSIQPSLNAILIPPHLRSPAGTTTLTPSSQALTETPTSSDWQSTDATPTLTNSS
* hit, by the source's call; u = inconclusive; x = not tested or not shown. Hits appear at their usual frequency; about 4.7% have a hit in one of these screens.

SMILES | HSF1 inhib | HIF activator | KLF5 inh | HSF-1 act | IEC-6 cytotox | HSP90 refold inh | GSK3B inh | AI-2 QS modul | aSyn 5UTR inh | GSK3 alpha inh
Cc1cccc(NC(=O)c2ccc(S(=O)(=O)N(C)C)cc2)c1 | 1 | 0.6 | -40 | 22 | -9 | -1 | 1 | 20 | -12 | 0
COc1ccccc1CNC(=O)c1ccc(-c2ccccc2)cc1 | 2 | 0.4 | -13 | -9 | 2 | 0 | 3 | 10 | -1 | 2
CCCCc1nc(SCC(=O)Nc2ccc(S(N)(=O)=O)cc2)n[nH]1 | -5 | 0.1 | -49 | -1 | -3 | -4 | 0 | 15 | 11 | -1
Cc1ccc(OCCCn2cc(C#N)c3ccccc32)cc1 | 10 | 0.6 | -27 | 32 | 2 | 6 | -2 | 20 | -23 | -1
COC(=O)c1scc(S(=O)(=O)C(C)C)c1N/N=C(\C#N)C(=O)c1ccc(Cl)cc1 | 2 | -0.3 | 7 | 8 | 4 | 1 | 3 | 22 | 21 | -5
O=S(=O)(NC1CCCCCCC1)c1ccccc1 | -5 | 0.1 | -7 | -2 | -2 | -3 | -1 | -3 | 27 | -3
CC(C)(C)OC(=O)N[C@@H](COCc1ccccc1)C(=O)N[C@@H](CO)[C@H](O)[C@@H]1C[C@@H]1C(=O)N1CCCC1 | -8 | -4.8 | 6 | -10 | 5 | 0 | 1 | 17 | 5 | 2
Cc1ccc(N2CC(C(=O)OCC(=O)NNC(=O)c3ccccc3)CC2=O)cc1 (stereo unspecified) | 0 | -2.9 | x | 2 | x | x | -2 | 26 | -14 | 2
O=C(Nc1cccnc1)c1cc(-c2cccs2)on1 | -1 | 0.1 | -21 | 7 | 0 | 0 | -2 | 16 | -37 | -1
Cc1nc(SC(C)C)[nH]c(=O)c1Cc1ccccc1 | 0 | 0.5 | 13 | 15 | 0 | 5 | -7 | 44 | -8 | -1
COc1ccc(S(=O)(=O)NCCCCC(=O)O)cc1C(=O)O | -7 | -0.2 | 4 | -15 | -5 | -3 | x | x | -28 | x
NS(=O)(=O)c1ccc(CCNC(=O)CSc2ccsc2[N+](=O)[O-])cc1 | -2 | 0.7 | -12 | -8 | -6 | -3 | 1 | 29 | 29 | 0
Cc1nnc(SCc2ccccc2)n1N | -2 | 0.0 | 2 | -15 | 1 | -2 | -4 | 16 | 4 | 0
COCCNc1nnc(Cc2ccccc2)c(=O)[nH]1 | -8 | -1.6 | 0 | -1 | -1 | 0 | 1 | 13 | 18 | -3
O=C(Cc1coc2ccc3ccccc3c12)N1CCCC1 | -6 | -0.7 | -11 | -6 | 0 | 5 | 0 | 11 | 9 | 2
NC(=O)C1CCN(C(=O)CSCc2ccccc2Cl)CC1 | -5 | -1.1 | 13 | 5 | 0 | 0 | 1 | 20 | 7 | 0
O=C(c1cc(-c2ccc(O)cc2)on1)N1CCN(c2ccc(F)cc2)CC1 | 9 | 0.1 | -11 | 34 | 3 | -1 | -1 | 3 | 3 | -1
NC(=O)Cc1ccc(C(=O)c2ccccc2F)s1 | 2 | 0.2 | -19 | -8 | 5 | 2 | 2 | 17 | 24 | 0
Cc1noc(-c2ccccc2)c1NC(=O)Nc1ccc(Cl)cc1 | 9 | -0.1 | 0 | 6 | 4 | -1 | 0 | 12 | -8 | -2
O=C(Nc1ccc(Cl)c(S(=O)(=O)N2CCOCC2)c1)c1cn2ccccc2n1 | -2 | -0.4 | 8 | -5 | 2 | -2 | 0 | 27 | -19 | -3
COc1ccccc1C(=O)NC(=S)/C=C1/N(C)c2ccccc2C1(C)C | -14 | -0.7 | -26 | -5 | -2 | -2 | 2 | -3 | -11 | x
Cc1nc(N2CCC(C(N)=O)CC2)c2c(-c3cccs3)csc2n1 | x | x | 12 | x | 2 | 0 | -15 | 27 | x | 28
Cc1ccccc1NS(=O)(=O)c1nnc(NC(=O)c2ccccc2C)s1 | 0 | 0.1 | -5 | -15 | -4 | 0 | 1 | 41 | 16 | -8
Cc1scc(C(=O)N2CCN(S(C)(=O)=O)CC2)c1-c1ccccc1 | 8 | -0.2 | -3 | -3 | -3 | 7 | 1 | 31 | 0 | 2
N#C/C(C(=O)NCc1ccco1)=C1/SC(Cc2ccc(Cl)cc2)C(=O)N1c1ccccc1 (stereo unspecified) | x | x | -21 | x | 2 | -4 | 2 | 22 | x | 1
COc1cc(NC(=O)c2cc(C)nc3ccccc23)cc(OC)c1 | -60* | 0.4 | -10 | -70 | -6 | -1 | -2 | 29 | 29 | -2
O=C(Nc1ccccc1N1CCCCC1)c1ccc(F)cc1 | 0 | -0.7 | -26 | -3 | -4 | 1 | -1 | 9 | 24 | 1
O=C(Cn1ncn2c(cc3ccccc32)c1=O)NCCc1cccs1 | 1 | -0.2 | -25 | 5 | -1 | -4 | -1 | 18 | -4 | -1
CC(=O)Nc1ccc(S(=O)(=O)C(C#N)c2nc3ccccc3nc2NCCCO)cc1 (stereo unspecified) | 2 | 0.0 | 15 | 5 | 5 | 2 | -2 | 11 | -9 | 1
O=C(O)c1ccc2c(c1)C(=O)N(CCC1=CCCCC1)C2=O | 3 | 0.1 | -29 | 4 | 0 | -4 | -1 | 22 | 13 | 4
Cc1nccn1CCc1n[nH]c(=S)n1Cc1ccccc1 | -6 | -0.2 | -40 | 5 | -5 | 0 | 1 | 14 | 4 | -3
NCCCNC(=O)Cn1c(=O)c2c3c(sc2n(Cc2ccccc2)c1=O)CCCC3 | -6 | -1.8 | 6 | 0 | -6 | 4 | -1 | 19 | -7 | 3
Cc1cc(-n2cnc3c(=O)[nH]cnc32)ccc1N | 2 | 0.1 | -13 | -3 | -2 | -1 | -5 | 6 | 8 | 1
O=C(c1ccco1)N1CCCC(c2nc(-c3ccc(S(=O)(=O)NCc4ccccc4)cc3)no2)C1 (stereo unspecified) | 3 | -1.3 | -20 | 14 | 2 | 10 | 2 | 23 | 27 | x
Cc1ccc(OCC(=O)N(Cc2cccs2)C2CCS(=O)(=O)C2)cc1C (stereo unspecified) | 11 | 0.6 | 0 | -6 | 2 | 2 | -2 | 20 | -1 | -1
CCCn1cc(S(=O)(=O)c2ccccc2)c(=O)c2cc(OC)c(OC)cc21 | 0 | -0.1 | 2 | -13 | -2 | 2 | 2 | 6 | 15 | -1
CCOC(=O)c1cnc(-n2[nH]c(C)cc2=O)[nH]c1=O | -7 | 0.2 | -6 | 2 | -3 | 1 | 2 | 22 | 11 | -1
COc1ccc(-c2nnc(NC(=O)c3ccc(S(=O)(=O)N4COCC4(C)C)cc3)o2)cc1 | u | -0.3 | 26 | -49 | 10 | 0 | -1 | 23 | 76* | 0
COCCNC(=O)CSc1nc2cc(OC)c(OC)cc2c(=O)n1Cc1ccco1 | -8 | -0.1 | -32 | -27 | -3 | 0 | 0 | 27 | 13 | -2
COc1cc(/C=C(/C#N)c2ccccc2F)ccc1OCc1ccccc1 | 5 | 1.1 | -19 | u | -3 | 3 | 0 | -10 | -27 | -5
O=C(NCc1ccc2c(c1)OCO2)NC1CCCCC1 | 4 | 0.0 | -7 | 33 | -2 | -2 | 1 | -20 | -32 | 2
COc1ccc(CC(=O)NC(C)CCc2ccccc2)cc1OC (stereo unspecified) | -6 | -0.8 | -36 | 21 | -3 | -2 | -4 | 4 | -2 | -2
COc1ccccc1NC(=O)c1cc(C(=O)Nc2ccccc2OC)cc([N+](=O)[O-])c1 | 1 | 0.4 | -30 | -1 | 7 | 4 | -1 | 31 | 18 | 1
CCC(Sc1nc(C)cc(=O)[nH]1)C(=O)Nc1nc2c(s1)CCCC2 (stereo unspecified) | -9 | -3.0 | -7 | -17 | 1 | 0 | 4 | 23 | 40 | -2
CCc1noc(C)c1C(=O)Nc1nc(-c2cc(OC)ccc2OC)cs1 | -2 | 0.0 | x | -2 | x | x | -1 | -1 | 2 | 1
O=S(=O)(Nc1cccc2c1ccc1cccn12)c1cccs1 | 0 | -0.6 | -12 | 14 | -9 | 2 | 2 | 15 | -5 | 2
O=C(CC1C(=O)NCCN1Cc1ccccc1C(F)(F)F)NC1CCCCCC1 (stereo unspecified) | 2 | 2.3 | -14 | 5 | -6 | -1 | 2 | 13 | 13 | 2
O=C(NCc1ccc2c(c1)OCO2)C(=O)NCC1OCCCN1S(=O)(=O)c1ccc(F)cc1 (stereo unspecified) | -8 | -0.3 | -27 | -6 | 2 | -2 | 2 | 5 | 3 | 1
COCCn1c(=O)c2c(nc3n2CC(C)CN3Cc2ccccc2)n(C)c1=O (stereo unspecified) | -10 | 0.1 | -12 | 6 | -1 | -4 | 2 | 22 | 14 | -4
CC(Sc1nc2ncc(Cl)cc2[nH]1)C(=O)Nc1ccc(C(N)=O)cc1 (stereo unspecified) | -3 | 0.5 | x | -4 | x | x | 1 | 12 | 10 | 2
Cc1ccc(C2CC(=O)Nc3c2ccc2ccccc32)cc1[N+](=O)[O-] (stereo unspecified) | -2 | -0.6 | 19 | 5 | 2 | -2 | 0 | 21 | 29 | -1

Screens from PubChem BioAssay.
